PfHsp40 rescue: rescue of PfHsp40-mediated yeast toxicity; S. cerevisiae expressing PfHsp40, growth rescue, ATP luminescence; AID 504582; actives 0.68% (n = 340,000); growth rescue, % at 12.5 µM; in the data active = growth rescue above about 28%, passing the limit was not always enough; inconclusive = no clear call, values can overlap the other calls;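 also: yeast W303a lacking pdr1 and pdr3 grown in galactose medium; growth measured after three days at 30 °C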
BioA inh: blocks M. tuberculosis BioA enzyme activity | inhibition, % at 9.99 µM | actives 0.096% (n = 360,000) | AID 602481 | purified M. tuberculosis BioA enzyme, plate reader; in the data active = inhibition above about 40%; inconclusive = no clear call, values can overlap the other calls
Y pestis TopoI: inhibitors of Yersinia pestis topoisomerase I; Y. pestis Topo-I cleavage product accumulation, plate reader; activity, % at 10 µM; actives 0.064% (n = 360,000); in the data active = activity above about 50%, passing the limit was not always enough; inconclusive = no clear call, values can overlap the other calls; also: inactives centre near 2
GDH-TPI inh: counter-screen for M. tuberculosis FBA inhibitors: GDH-TPI coupled enzymes; GDH-TPI coupled enzyme counterscreen, NADH absorbance; inhibition, % at 4.8 µM; actives 1.2% (n = 360,000); in the data active = inhibition above about 30%;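 also: 0% = DMSO wells and 100% = wells lacking the enzyme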
FadD28 binding: inhibitors of Mycobacterium tuberculosis FadD28 bisubstrate binding | actives 0.22% (n = 360,000) | inhibition, % at 12.5 µM | FadD28 bisubstrate probe binding, fluorescence polarization; in the data active = inhibition above about 8.5%, passing the limit was not always enough; inconclusive = no clear call, values can overlap the other calls
Vc quorum ag: quorum light induction in luxS cqsA deficient V. cholerae | activation, % at 18.7 µM | actives 0.16% (n = 350,000) | V. cholerae BH1578 lux reporter, luminescence, 6 h; in the data active = activation mostly above about 9.7%, no sharp cut-off; inconclusive = no clear call, values can overlap the other calls; inactive = mostly below about 3.7%; also: not every result past the cut was called active; inactives centre near 0; reference of the scale not given here
TcdB GH inh: inhibitors of Clostridioides difficile toxin B glycohydrolase; P18177; TcdB glycohydrolase enzymatic assay, plate reader; inhibition, % at 9.99 µM; actives 0.24% (n = 350,000); in the data active = inhibition above about 10%
Mtb FBA inh: inhibitors of M. tuberculosis fructose-bisphosphate aldolase; purified M. tuberculosis FBA, fluorescence read-out; AID 588726; actives 2.3% (n = 360,000); inhibition, % at 1 µM; in the data active = inhibition above about 27%;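 also: 0% = vehicle and 100% = reference inhibitor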
Target sequence (P9WQA3 whole entry, looked up): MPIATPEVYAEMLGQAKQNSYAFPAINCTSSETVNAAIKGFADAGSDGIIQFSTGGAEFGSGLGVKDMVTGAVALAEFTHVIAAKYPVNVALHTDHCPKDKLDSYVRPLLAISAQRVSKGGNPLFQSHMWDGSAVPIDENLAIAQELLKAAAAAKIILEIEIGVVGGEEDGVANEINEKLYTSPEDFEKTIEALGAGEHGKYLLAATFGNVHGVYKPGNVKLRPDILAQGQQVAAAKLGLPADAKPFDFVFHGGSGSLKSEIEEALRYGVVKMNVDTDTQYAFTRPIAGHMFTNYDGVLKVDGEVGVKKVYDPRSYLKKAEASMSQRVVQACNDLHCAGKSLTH
Mtb UGM inh: Mtb UDP-galactopyranose mutase inhibition; P9WIQ1; purified UGM, fluorescence polarization probe displacement; inhibition, % at 10 µM; actives 0.06% (n = 320,000); AID 504406; in the data active = inhibition above about 10%, passing the limit was not always enough; inconclusive = no clear call, values can overlap the other calls
Target sequence (P9WIQ1 whole entry, looked up): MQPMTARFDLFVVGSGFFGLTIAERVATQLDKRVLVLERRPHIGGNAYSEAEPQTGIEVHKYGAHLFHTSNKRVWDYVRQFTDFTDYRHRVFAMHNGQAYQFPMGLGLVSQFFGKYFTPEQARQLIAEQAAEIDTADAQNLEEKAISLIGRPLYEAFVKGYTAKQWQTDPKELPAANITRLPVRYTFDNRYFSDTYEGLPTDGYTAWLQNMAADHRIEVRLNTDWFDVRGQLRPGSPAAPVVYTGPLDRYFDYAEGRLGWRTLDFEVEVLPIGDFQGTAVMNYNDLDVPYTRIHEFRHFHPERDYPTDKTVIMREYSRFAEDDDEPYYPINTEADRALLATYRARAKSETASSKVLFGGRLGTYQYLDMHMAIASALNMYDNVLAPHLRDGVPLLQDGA
Active calls of the source: *; i = inactive; ? = inconclusive; . = no result given; & = joins results of further samples.

SMILES	PfHsp40 rescue	BioA inh	Y pestis TopoI	GDH-TPI inh	FadD28 binding	Vc quorum ag	TcdB GH inh	Mtb FBA inh	Mtb UGM inh
Cn1cccc1/C=N/n1c(-c2ccc(Cl)cc2)n[nH]c1=S	-1.0	.	-10	5	-2.3	i	.	-2	1.3
CCOC(=O)C(CC)(CC)C(=O)/C=C/c1ccc(OC)cc1	0.9	.	9	30	-2.7	-0.7	1.5	1	-1.2
CC1CN(C(=O)COC(=O)c2ccc(N)c([N+](=O)[O-])c2)CC(C)O1 (stereo unspecified)	0.2	.	2	8	-1.3	1.7	.	0	1.0
COC(=O)c1ccc(CNC(=O)CSc2nnc(COc3ccccc3)n2C)o1	-0.9	-0.6	-2	6	-0.3	0.2	.	-1	-1.4
O=C(Nc1ccc(Sc2ccc(Br)cc2)cc1)c1ccco1	2.0	-0.5	4	11	-2.6	i	.	4	-0.7
COc1ccc(C2C(C#N)=C(C)NC3=C2C(=O)c2ccccc23)cc1 (stereo unspecified)	-0.9	-0.5	1	-5	1.2	-3.5	0.5	3	1.5
O=S(=O)(c1cc(Cl)sc1Cl)N1CCCC1	-0.9	.	-7	6	0.6	-0.3	0.9	6	-2.4
COc1ccc(C(=O)NCc2oc(-c3ccccc3)cc2C(=O)O)cc1	13	1.2	2	4	-2.8	.	0.3	0	1.8
CCc1ccc(/C=C2/SC(=S)N(CCC(=O)Nc3cccnc3)C2=O)cc1	-1.7	0.5	10	-4	0.4	i	0.6	1	3.8
Cc1cc(NCc2ccccc2Cl)n2nnnc2n1	-0.2	-0.6	-2	9	-0.6	i	.	-1	1.2
O=C(c1cc(-c2cccs2)nc2ccccc12)N1CCN(c2ccccc2)CC1	-0.2	.	30	6	-2.6	-0.2	0.0	3	-1.4
CC(C)CNC(=O)c1ccc(NC(=O)c2cccs2)cc1	-0.9	-0.6	-2	-3	-2.0	-2.7	0.6	2	0.9
CN(C)c1cccc(C(=O)OC(C(=O)Nc2ccc([N+](=O)[O-])cc2Br)c2ccccc2)c1 (stereo unspecified)	-0.8	.	-12	9	-0.9	-0.2	1.4	-1	1.0
O=S(=O)(NCC1CCCO1)c1cc(Cl)ccc1Cl (stereo unspecified)	0.2	-0.3	7	4	1.1	i	1.8	2	-1.1
O=C(c1ccccc1)c1ccc(-n2ccnc2)c([N+](=O)[O-])c1	-0.2	.	3	1	-1.3	0.7	1.7	1	-1.2
N/C(=N\OC(=O)Cc1ccccc1)c1cccnc1	-1.7	.	-10	2	-1.3	i	.	1	-1.1
O=C1NC(=O)N(CCC2=CCCCC2)C(=O)/C1=C\c1cccs1	-0.1	.	3	-4	1.4	-0.2	0.7	7	0.6
COc1ccc([N+](=O)[O-])cc1NC(=O)CCc1ccccc1	1.2	.	-2	3	0.7	-0.3	.	2	0.5
CCCCCn1c(N2CCC(Cc3ccccc3)CC2)nc2c1c(=O)[nH]c(=O)n2C	2.8	-0.1	44	0	-3.5	-0.3	.	-1	-2.9
CC(C)(C)NC(=O)NC(=O)COc1ccccn1	0.3	-2.7	-14	7	0.1	i	.	-3	1.5
O=C(NCCCn1ccnc1)/C(=C/c1ccco1)NC(=O)c1ccco1	0.4	-1.8	3	21	-0.8	-0.8	0.9	-2	3.6
Cc1ccc(NS(=O)(=O)c2ccc(-c3coc(C)n3)cc2)c(C)c1	0.1	-4.7	6	6	-1.6	-12	0.5	1	-1.2
CN(CCOc1ccc(Cl)cc1)C(=O)c1cccc(S(=O)(=O)N2CCN(c3ccccc3)CC2)c1	-0.4	-0.9	25	-10	-0.1	i	0.6	-2	.
COC(=O)c1cccc(NC(=O)C(C)N2C(=O)c3ccccc3C2=O)c1 (stereo unspecified)	-0.4	1.4	4	-4	-2.9	-0.5	-0.1	0	2.6
COc1ccc(S(=O)(=O)N2CCCCCC2)cc1C(=O)N(C)Cc1ccc(Cl)cc1Cl	-0.3	19	33	6	-4.4	i	-1.6	1	0.2
CN1CCN(C(=O)/C(=C\c2ccc3c(c2)OCO3)NC(=O)c2cccs2)CC1	0.2	.	3	14	0.8	i	0.4	0	-0.6
O=C(Nc1ccc(Cl)cc1)c1cc(S(=O)(=O)N2CCOCC2)cs1	2.1	1.5	3	9	-5.6	-0.3	.	15	0.7
Cc1ccc(-c2nnn(CC(=O)N(Cc3ccccc3F)C(C(=O)NC3CCCC3)c3ccncc3)n2)o1 (stereo unspecified)	0.0	0.8	17	8	-0.2	i	.	1	-2.8
CCc1cc(=O)oc2cc(OCC(N)=O)c(Cl)cc12	-1.4	3.3	2	19	0.0	i	.	15	-5.9
C[C@@H]1CN([C@H](C)CO)C(=O)CCCn2cc(nn2)CO[C@H]1CN(C)S(=O)(=O)c1ccc(Oc2ccccc2)nc1	.	-1.6	8	-1	-2.0	i	-4.1&-0.9	0	.

Of the compounds above, two contain an NH in an aromatic ring.
SMILES	PfHsp40 rescue	BioA inh	Y pestis TopoI	GDH-TPI inh	FadD28 binding	Vc quorum ag	TcdB GH inh	Mtb FBA inh	Mtb UGM inh
Cn1cccc1/C=N/n1c(-c2ccc(Cl)cc2)n[nH]c1=S	-1.0	.	-10	5	-2.3	i	.	-2	1.3
CCCCCn1c(N2CCC(Cc3ccccc3)CC2)nc2c1c(=O)[nH]c(=O)n2C	2.8	-0.1	44	0	-3.5	-0.3	.	-1	-2.9

Some values from the results shown.
COC(=O)c1cccc(NC(=O)C(C)N2C(=O)c3ccccc3C2=O)c1 (stereo unspecified) | Vc quorum ag = -0.5
N/C(=N\OC(=O)Cc1ccccc1)c1cccnc1 | PfHsp40 rescue = -1.7

Next results:
SMILES	PfHsp40 rescue	BioA inh	Y pestis TopoI	GDH-TPI inh	FadD28 binding	Vc quorum ag	TcdB GH inh	Mtb FBA inh	Mtb UGM inh
Cn1c(=O)c2c(nc(NCc3ccc4c(c3)OCO4)n2Cc2ccccc2Cl)n(C)c1=O	0.0	1.1	9	1	-0.4	i	.	1	-1.2
Cc1ccc([N+](=O)[O-])cc1S(=O)(=O)N1CCCCC1C(=O)O (stereo unspecified)	-0.1	.	1	-5	-3.5	-0.3	3.1	1	0.8
CCOc1ccc(S(=O)(=O)N2CCN(C(=S)NCC3CCCO3)CC2)cc1 (stereo unspecified)	-0.5	.	17	-5	?	-5.3	0.4	1	0.0
COc1ccccc1NC(=S)c1ccccc1	17	-0.6	4	11	-4.0	-0.1	.	-2	-4.5
CCOC(=O)C1=CCN(S(=O)(=O)c2ccccc2Cl)C1c1ccc(C)cc1 (stereo unspecified)	.	1.4	.	.	-4.0	.	0.0	-2	.
COc1ccc(NC(=O)c2cc(-c3ccccn3)nc3ccccc23)cc1S(=O)(=O)N(C)C	-1.2	4.1	6	11	-5.6	i	1.6	-3	-0.3
COc1ccc(CN2CN(S(=O)(=O)c3ccccc3)c3nc4ccccc4nc32)cc1	0.1	.	19	10	-1.9	-0.5	1.2	4	-0.2
Oc1c(Cl)cc(Cl)c(Cl)c1Cc1c(O)c(Cl)cc(Cl)c1Cl	?	13	4	-3	66*	i	-0.5	0	-1.6
COc1ccc(CCNC(=S)NCc2cccs2)cc1OC	3.7	2.8	-3	-3	-2.6	-0.3	3.3	5	4.5
O=C(Cc1ccccc1)Nc1ccc(SC(F)F)cc1	1.1	.	1	-2	-1.6	i	-1.4	0	1.0
O=C(CSc1ccc(Cl)cc1)NN=C1CCCCCC1	0.2	.	13	4	-5.1	-0.6	-0.4	-1	-0.1
Cc1c(NC(=O)c2c([N+](=O)[O-])cnn2C)c(=O)n(-c2ccccc2)n1C	-1.7	.	-6	-1	-3.3	i	1.5	0	1.3
COCCN(C(=O)COC(=O)c1ccccc1NCc1ccco1)c1c(N)n(Cc2ccccc2)c(=O)[nH]c1=O	0.7	-0.2	30	11	-1.7	-0.8	1.3	81*	2.3
COc1ccccc1[C@]1(C)ON(c2ccccc2C(F)(F)F)C1=O	0.1	2.2	14	-11	-4.4	i	2.0	0	3.2
O=c1[nH][nH]c2nc(C(F)(F)F)cc(C(F)(F)F)c12	-0.3	-0.3	11	-5	0.3	i	.	-3	4.4

Two compounds drawn at random from the list so far:
SMILES	PfHsp40 rescue	BioA inh	Y pestis TopoI	GDH-TPI inh	FadD28 binding	Vc quorum ag	TcdB GH inh	Mtb FBA inh	Mtb UGM inh
CCOc1ccc(S(=O)(=O)N2CCN(C(=S)NCC3CCCO3)CC2)cc1 (stereo unspecified)	-0.5	.	17	-5	?	-5.3	0.4	1	0.0
O=c1[nH][nH]c2nc(C(F)(F)F)cc(C(F)(F)F)c12	-0.3	-0.3	11	-5	0.3	i	.	-3	4.4

Going on with the list.
SMILES	PfHsp40 rescue	BioA inh	Y pestis TopoI	GDH-TPI inh	FadD28 binding	Vc quorum ag	TcdB GH inh	Mtb FBA inh	Mtb UGM inh
Cc1ccc(-c2csc3ncnc(N4CCN(C)CC4)c23)cc1C	-1.4	1.2	28	15	-0.9	-1.2	1.7	1	0.2
CN1CCN(c2ccc(CNC(=O)C3(C)Cc4c(-c5ccc6c(c5)OCO6)ccnc4O3)cc2)CC1 (stereo unspecified)	.	-0.1	-4	-13	-4.1	-0.3	-0.2	33*	.
O=C(CSc1nnc(-c2ccco2)n1-c1ccccc1)N1CCN(C(=O)c2ccco2)CC1	-0.6	-3.4	-4	4	-0.4	-6.2	.	-3	2.5
COC(=O)c1ccccc1NC(=O)CN1C(=O)c2ccccc2S1(=O)=O	-0.8	1.9	5	0	-5.8	i	.	-1	3.4
Cc1cc(C(=O)N/N=C2\CCCC(=O)C2)c(C)o1	-0.5	-0.6	2	5	-1.2	-1.1	2.5	0	.
CCC(NC(=O)N(Cc1ccccc1)Cc1ccc2c(c1)OCO2)(C(F)(F)F)C(F)(F)F	-0.9	-1.0	31	2	-0.9	.	.	0	0.3
Cc1csc(NC(=O)CCn2c(=O)oc3ccc(Cl)cc32)n1	2.4	0.2	-4	-8	-2.1	-0.3	-2.5	0	0.4
COc1cc2[nH]c(=S)nc(NCc3cccc(Cl)c3)c2cc1OC	-0.6	4.1	7	-3	-4.4	-0.6	2.9	0	3.3
COc1cc(NC(=O)c2ccc([N+](=O)[O-])cc2)c(OC)cc1NC(=O)CC(C)C	-1.3	.	4	11	0.5	-0.3	-0.6	3	-0.6
Cc1sc(NC(=O)CSc2nnc(C(C)C)n2C)c(C#N)c1C	-0.5	-1.8	3	7	0.7	-0.3	.	-1	-0.9
CN(C(=O)c1ccc(NC(=O)Cc2ccc(NC(=O)C3CCN(C(=O)C4CCC4)CC3)cc2)cc1)C1CCCC1	0.2	0.4	22	-4	-5.5	1.1	-6.2	-1	.
Cc1cccc(CN2CCC(CNC(=O)C3CCCN(S(=O)(=O)c4cnc[nH]4)C3)CC2)c1 (stereo unspecified)	0.3	-1.8	2	10	0.3	-0.5	.	6	.
COc1ccccc1N1CCN(C(=O)COc2cccc3ccccc23)CC1	2.0	1.4	11	-3	0.9	-0.6	0.2	5	2.1
O=C(O)C1C2C=CC(O2)C1C(=O)Nc1ccc(S(=O)(=O)N2CCc3ccccc32)cc1 (stereo unspecified)	0.3	.	-1	-5	-2.2	-0.4	.	1	-1.2
Cc1cc(C)n(C(=O)c2cc3sccc3[nH]2)n1	1.0	-0.4	6	33*	-1.2	-0.5	-0.5	0	-1.3
COc1ccc2[nH]c(=O)c(CNc3ccccc3OC)cc2c1	-0.3	0.4	0	6	-4.5	0.4	1.2	7	-0.2
COC(=O)[C@@H](NC(=O)NC1CCCCC1C)C(C)C (stereo partly specified)	-1.9	.	1	1	-7.7	i	0.5	0	-3.8
COC(=O)/C(C#N)=C/c1c(Oc2cccc(C)c2)nc2ccccn2c1=O	-1.2	.	-2	13	-1.8	0.5	1.2	2	-4.2
COc1c2c(c(C)c3c1C(=O)OC3)O[C@@]1(C)CC[C@@]3(O)C(C)(C)OC(=O)CC[C@]3(C)[C@H]1C2	0.3	0.0	4	6	1.5	0.2	0.4	5	-1.8
Cc1ccc(NC(=O)Nc2cnccn2)c(C)c1	-0.7	11	2	8	-2.0	i	-0.3	5	-1.7

Screens (PubChem)

Compounds as they come; overall some 4.6% were active at least once.
